High-throughput results as filed in PubChem.
CXXC DNA block: qHTS Fluorescence Polarization Assay for Inhibitors of MLL CXXC domain - DNA interaction; Histone-lysine N-methyltransferase 2A (Homo sapiens), Q03164; MLL-CXXC / FITC-HOXA9 DNA fluorescence polarization; Potency, µM (titrated, usually from 115 µM), without a hit: at the top dose activity change, negative = inhibition, actives largely listed as inhibitors; actives 0.037% (n = 290,000); AID 2662, 2010; active = well fitted inhibition curve with a large enough effect in the polarisation, with a control signal flat, not every such curve was filed as active; inconclusive = small, poorly fitted or top-dose-only effect, or effect the other way, or a change in a side signal; inactive = no such curve, though single readings can be large or run the other way; the % refers to the polarisation; note: potency is the fitted concentration of half-maximal effect
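Fluorescence polarization: 7 uM MLL-CXXC (stock) preincubated 5 min with compounds, then 50 nM fluorescein-HOX-A9 DNA (stock) added; 30 min ambient. Buffer 50 mM Tris-HCl pH 7.5, 50 mM NaCl, 1 mM DTT, 0.05% BSA.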
TSHR antag: Antagonists of the Thyroid Stimulating Hormone Receptor: HTS campaign | TSHR-expressing cells, TSH-stimulated cAMP HTRF, 2 h; active compounds read low | activity change, negative = inhibition, % at 11.5 µM | actives 0.2% (n = 330,000) | AID 504810, 2011;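 active = activity change below a set negative limit, meaning inhibition stronger than a set level, cut at about -70% in these data; inconclusive = activity change between two set negative limits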; note: % is set by controls: 0 for no effect and ±100 for the full control effect
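Cell-based HTRF cAMP assay; TSHR cells + compound, TSH EC80 (4nM final), 2 h, 37 deg C. Lysis with anti-cAMP cryptate and cAMP-d2, 30 min RT, read 665/620 nm.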
FBPA coupling cs: qHTS Assay for Inhibitors of Fructose-1,6-bisphosphate Aldolase from Giardia Lamblia: Coupling assay counterscreen; coupling enzyme system counterscreen, AmpLite Red fluorescence; AID 2472, 2010; actives 0.67% (n = 290,000); activity change, negative = inhibition, % at 58.2 µM, hits read low; in the data active = activity change below about -30%; note: % is set by controls: 0 for no effect and ±100 for the full control effect
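Counterscreen lacking aldolase: glyceraldehyde-3-phosphate coupling-enzyme reagent preincubated 10 min at RT with compound (at 57.5 uM final), then substrate/coupling system with AmpLite Red added; fluorescence read at 525/598 nm after 20 min RT.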
BCR signal inh: qHTS Assay to Find Inhibitors of Chronic Active B-Cell Receptor Signaling. ABC-DLBCL IkBa-CBG/CBR reporter, luminescence ratio, 4 h. Potency, µM (series often up to 46.1 µM), without a hit: at the highest dose ratio change, negative = lower green/red ratio, usual class: inhibitors. actives 0.05% (n = 340,000). AID 493014, 2011; active = well fitted inhibition curve with a large enough effect in the signal ratio, with a control signal flat, not every such curve was filed as active; inconclusive = small, poorly fitted or top-dose-only effect, or effect the other way, or a change in a side signal; the % refers to the signal ratio;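 note: potency is the fitted concentration of half-maximal effect; plate controls were basal doxycycline-induced cells for no effect and cells given 10 µM MG132 for full effect; MG132 reads +100%, hits lower the ratio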
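Concentration-response series (up to 46 uM) were applied to TMD8 dual-reporter cells for 4 h at 37C with doxycycline. Green/red ratio, after filter-overlap correction, defined %Activity; red signal alone was normalised to basal cells and zero luminescence.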
Starred values were filed as active, the others as inactive; ? = inconclusive; · = not tested or not shown; [ ] = another dose, or the depositor's remark.

Codes: A = CXXC DNA block; B = TSHR antag; C = FBPA coupling cs; D = BCR signal inh
1	CCC(C)(S(=O)(=O)CC)S(=O)(=O)CC
  A: 1% | B: · | C: · | D: ·

2	COC(=O)c1cc2c(cn1)[nH]c1ccccc12
  A: 5% | B: · | C: · | D: ·

3	CN1CCCC(=C(c2cccs2)c2cccs2)C1
  A: 1% | B: · | C: · | D: ·

4	CCCN1CCc2cc(O)cc3c2C1Cc1ccc(O)c(O)c1-3 (configuration not stated)
  A: ? | B: · | C: · | D: ·

5	CCCN1CCCC2Cc3[nH]ncc3CC21 (configuration not stated)
  A: -1% | B: · | C: · | D: ·

6	O=[N+]([O-])c1ccc(F)c([N+](=O)[O-])c1
  A: 0% | B: · | C: · | D: ·

7	O=c1[nH]c(=O)n(Cl)c(=O)n1Cl
  A: -1% | B: · | C: · | D: ·

8	C#C[C@]1(O)CC[C@H]2[C@@H]3CCC4=CC(=O)CCC4=C3C=C[C@@]21CC
  A: 2% | B: · | C: · | D: ·

9	OC[C@@H](O)[C@H]1O[C@@H]2OC(C(Cl)(Cl)Cl)O[C@H]2[C@H]1O (some centres not stated)
  A: -2% | B: · | C: · | D: ·

10	Cc1cc(C)cc(C(=O)OC2CC3CCC(C2)N3C)c1 (configuration not stated)
  A: -1% | B: · | C: · | D: ·

11	CNC(C)[C@@H](O)c1ccc(O)cc1 (some centres not stated)
  A: 9% | B: · | C: · | D: ·

12	Cn1sc(Cl)cc1=O
  A: -2% | B: · | C: · | D: ·

13	O=C1C2CC=CCC2C(=O)N1SC(Cl)(Cl)Cl (configuration not stated)
  A: 38%[activator] | B: · | C: · | D: ·

14	CCC/C=C/C=C/C(=O)OC1/C(=C/C(=O)OC)CC2CC(C(C)O)OC(=O)CC(O)CC3CC(OC(C)=O)C(C)(C)C(O)(CC4C/C(=C/C(=O)OC)CC(/C=C\C(C)(C)C1(O)O2)O4)O3 (configuration not stated)
  A: -5% | B: · | C: · | D: ·

15	C#CCN1CC(=O)N(COC(=O)[C@@H]2[C@@H](C=C(C)C)C2(C)C)C1=O
  A: 1% | B: · | C: · | D: ·

16	CC(C)NCC(O)c1ccccc1Cl (configuration not stated)
  A: 6% | B: · | C: · | D: ·

17	COc1ccc(C(=O)c2c(C)n(CCN3CCOCC3)c3ccccc23)cc1
  A: 12% | B: · | C: · | D: ·

18	Cc1cc(O)ccc1Cl
  A: 2% | B: · | C: -4 | D: ·

19	CCNC[C@H](O)c1cccc(O)c1
  A: 3%[51.4 µM] | B: · | C: -2 | D: ·

20	CCN(CC)CCO[C@H]1CC[C@@]2(C)C(=CC[C@@H]3[C@H]2CC[C@]2(C)C(=O)CC[C@H]32)C1
  A: -5% | B: · | C: -4 | D: ·

21	Cc1ccc(N=CN(C)C=Nc2ccc(C)cc2C)c(C)c1
  A: -9% | B: · | C: -1 | D: ·

22	O=C1Nc2ccc(Cl)cc2C(c2ccccc2Cl)=NC1O (configuration not stated)
  A: 2% | B: · | C: -10 | D: ·

23	CN1C(=O)[C@@H](NC(=O)c2cc3ccccc3[nH]2)N=C(c2ccccc2)c2ccccc21
  A: -7% | B: · | C: -2 | D: ·

24	Cc1nc(-c2ccc(-c3ccc(C(=O)N4CCc5cc6c(cc54)C4(CCN(C)CC4)CO6)cc3)c(C)c2)no1
  A: ? | B: · | C: 4 | D: ·

25	CCC(C)C1O[C@]2(C=CC1C)CC1CC(C/C=C(\C)[C@H](OC3CC(OC)C(O[C@H]4CC(OC)[C@@H](O)C(C)O4)C(C)O3)[C@@H](C)/C=C/C=C3\COC4C(O)C(C)=C[C@H](C(=O)O1)[C@@]34O)O2 (some centres not stated)
  A: 2% | B: · | C: -5 | D: ·

Reformatted in transposed form: entries from further up.
#14 CCC/C=C/C=C/C(=O)OC1/C(=C/C(=O)OC)CC2CC(C(C)O)OC(=O)CC(O)CC3CC(OC(C)=O)C(C)(C)C(O)(CC4C/C(=C/C(=O)OC)CC(/C=C\C(C)(C)C1(O)O2)O4)O3 (configuration not stated)
#22 O=C1Nc2ccc(Cl)cc2C(c2ccccc2Cl)=NC1O (configuration not stated)
#19 CCNC[C@H](O)c1cccc(O)c1
#4 CCCN1CCc2cc(O)cc3c2C1Cc1ccc(O)c(O)c1-3 (configuration not stated)
#8 C#C[C@]1(O)CC[C@H]2[C@@H]3CCC4=CC(=O)CCC4=C3C=C[C@@]21CC
#1 CCC(C)(S(=O)(=O)CC)S(=O)(=O)CC
#18 Cc1cc(O)ccc1Cl

compound no. | 14 | 22 | 19 | 4 | 8 | 1 | 18
CXXC DNA block | -5% | 2% | 3%[51.4 µM] | ? | 2% | 1% | 2%
TSHR antag | · | · | · | · | · | · | ·
FBPA coupling cs | · | -10 | -2 | · | · | · | -4
BCR signal inh | · | · | · | · | · | · | ·

Next records:
Codes: A = CXXC DNA block; B = TSHR antag; C = FBPA coupling cs; D = BCR signal inh
26	CC1CCC(C(C)C)C(OC(=O)c2ccccc2N)C1 (configuration not stated)
  A: -6% | B: · | C: -2 | D: ·

27	C[C@@H](Cc1ccc(O)cc1)NC[C@@H](O)c1cc(O)cc(O)c1
  A: 1% | B: · | C: 1 | D: ·

28	CCCC(C)C1(CC)C(=O)NC(=S)NC1=O (configuration not stated)
  A: 5% | B: · | C: 2 | D: ·

29	C=CC1CN2CCC1CC2C(OC(=O)OCC)c1ccnc2ccc(OC)cc12 (configuration not stated)
  A: 0% | B: · | C: 2 | D: ·

30	Clc1ccc(CO/N=C(\Cn2ccnc2)c2ccc(Cl)cc2Cl)c(Cl)c1
  A: 2% | B: · | C: 0 | D: ·

31	CN1C(=O)C(O)N=C(c2ccccc2)c2cc(Cl)ccc21 (configuration not stated)
  A: -5% | B: · | C: 3 | D: ·

32	C=CCC1(C(C)CCC)C(=O)N=C(S)NC1=O (configuration not stated)
  A: 4% | B: · | C: -2 | D: ·

33	CCNC(C)Cc1cccc(C(F)(F)F)c1 (configuration not stated)
  A: 5% | B: · | C: -1 | D: ·

34	C=CCN1C[C@H](C)N([C@H](c2ccc(C(=O)N(CC)CC)cc2)c2cccc(OC)c2)C[C@H]1C
  A: ? | B: · | C: -1 | D: ·

35	CNC[C@H](O)c1ccc(O)cc1
  A: -1%[51.4 µM] | B: · | C: -5 | D: ·

36	N[C@@H](Cn1cc(I)c(=O)[nH]c1=O)C(=O)O
  A: -3% | B: · | C: 1 | D: ·

37	O=[N+]([O-])OC1CO[C@H]2C(O[N+](=O)[O-])COC12 (some centres not stated)
  A: 8% | B: · | C: 2 | D: ·

38	Cc1cc(C)cc(NC(=O)CN2C(=O)CN=C(c3ccccc3)c3cc(Cl)ccc32)c1
  A: · | B: · | C: · | D: ?

39	Cc1nnc(NC(=O)c2cccn(Cc3cccc(F)c3)c2=O)s1
  A: · | B: · | C: · | D: 9%

40	Cc1ccc(NC(=O)Cn2c(=O)oc3cc(S(=O)(=O)N4CCCCCC4)ccc32)cc1Cl
  A: · | B: · | C: · | D: ?

41	Cc1cccc(CN2C(=O)CN=C(c3ccccc3)c3ccccc32)c1
  A: · | B: · | C: · | D: 1%

42	Cc1cc(NC(=O)c2cccn(Cc3ccccc3)c2=O)no1
  A: · | B: · | C: · | D: ?

43	Cc1ccc(Cn2cccc(C(=O)Nc3cc([N+](=O)[O-])ccc3C)c2=O)cc1
  A: · | B: · | C: · | D: 9%

44	CCc1ccc(NC(=O)c2cccn(Cc3cccc([N+](=O)[O-])c3)c2=O)cc1
  A: · | B: · | C: · | D: 6%

45	COc1ccccc1-n1c(/C=C/c2ccccc2)nc2ccccc2c1=O
  A: · | B: · | C: · | D: -4%

46	O=C(Nc1ccc(F)c([N+](=O)[O-])c1)c1cccn(Cc2ccccc2)c1=O
  A: · | B: · | C: · | D: -15%

47	Cc1ccc(Cn2cccc(C(=O)Nc3ccc4c(c3)OCCO4)c2=O)cc1
  A: · | B: · | C: · | D: 5%

48	COc1ccc(-n2c(/C=C\c3ccccc3F)nc3ccccc3c2=O)c(OC)c1
  A: · | B: · | C: · | D: 1%

49	Cc1ccc(Cn2cccc(C(=O)Nc3ccc(C)c(Cl)c3)c2=O)cc1
  A: · | B: · | C: · | D: 9%

50	CCOc1ccc(-n2c(/C=C/c3ccccc3)nc3ccccc3c2=O)cc1
  A: · | B: · | C: · | D: ?

Other records follow.
Codes: A = CXXC DNA block; B = TSHR antag; C = FBPA coupling cs; D = BCR signal inh
51	O=C(Nc1ccc2c(c1)OCO2)c1cccn(Cc2cccc(F)c2)c1=O
  A: · | B: · | C: · | D: 2%

52	Cc1ccc(-n2c(/C=C/c3cccs3)nc3ccccc3c2=O)cc1C
  A: · | B: · | C: · | D: 11%

53	Cc1ccc(C)c(CN2C(=O)c3ccccc3Sc3ccc(C(=O)N4CCC5(CC4)OCCO5)cc32)c1
  A: · | B: · | C: · | D: 0%

54	COc1ccc(Cl)cc1NC(=O)c1sc2nc3c(cc2c1N)N1CCC3CC1
  A: · | B: · | C: · | D: -7%

55	N#Cc1ccccc1NC(=O)c1cccn(Cc2ccccc2)c1=O
  A: · | B: · | C: · | D: 3%

56	COc1ccc(-n2c(/C=C\c3ccccc3F)nc3ccccc3c2=O)cc1OC
  A: · | B: · | C: · | D: -1%

57	COc1cc(/C=C/c2nc3ccccc3c(=O)n2-c2ccc(Br)c(C)c2)ccc1O
  A: · | B: · | C: · | D: -2%

58	Cc1ccc(-n2c(/C=C/c3ccc(Br)s3)nc3ccccc3c2=O)cc1
  A: · | B: · | C: · | D: ?

59	Cc1cc(C)cc(-n2c(/C=C/c3cccc(F)c3)nc3ccccc3c2=O)c1
  A: · | B: · | C: · | D: ?

60	Cc1nnc(NC(=O)c2cccn(Cc3cccc([N+](=O)[O-])c3)c2=O)s1
  A: · | B: · | C: · | D: -16%

61	Cc1nnc(NC(=O)c2cccn(Cc3ccccc3)c2=O)s1
  A: · | B: · | C: · | D: -1%

62	Cc1cc(-n2c(/C=C/c3ccc(Br)s3)nc3ccccc3c2=O)ccc1Br
  A: · | B: · | C: · | D: 12%

63	Cc1ccc(Cn2cccc(C(=O)Nc3nnc(C)s3)c2=O)cc1
  A: · | B: · | C: · | D: -3%

64	Cc1ccc2nc(N3CCN(C(=O)C4CC4)CC3)sc2c1
  A: · | B: · | C: · | D: ?

65	Cc1cc(NC(=O)c2cccn(Cc3cccc([N+](=O)[O-])c3)c2=O)no1
  A: · | B: · | C: · | D: 5%

66	CCOC(=O)c1ccc(NC(=O)c2cccn(Cc3ccc(C)cc3)c2=O)cc1
  A: · | B: · | C: · | D: 16%

67	N#CCCN
  A: · | B: -8 | C: · | D: ·

68	COc1ccc2c(c1)c(CCN1CCOCC1)c(C)n2C(=O)c1cccc(Cl)c1Cl
  A: · | B: -8 | C: 0 | D: ·

69	C[C@]12CCC3C(CC[C@H]4C[C@H](O)CC[C@]34C)C1CC[C@@H]2C(=O)CO (some centres not stated)
  A: ? | B: -12 | C: · | D: ·

70	Oc1ccc2c3c1O[C@H]1c4oc5ccccc5c4C[C@@]4(O)C(C2)N(CC2CC2)CCC314 (some centres not stated)
  A: 9% | B: -16 | C: · | D: ·

71	CC(N)c1cccc(Cl)c1Cl (configuration not stated)
  A: -4% | B: 8 | C: · | D: ·

72	CCCn1c(C)c(C(=O)c2ccc3ccccc3c2)c2ccccc21
  A: 0% | B: -11 | C: · | D: ·

73	C[C@H]1C2Cc3ccc(O)cc3[C@]1(C)CCN2CC1CC1
  A: 5% | B: -6 | C: · | D: ·

74	CCN(CC)c1ncnc2c1ncn2[C@@H]1O[C@H](COP(=O)(O)OP(=O)(O)C(Br)(Br)P(=O)(O)O)[C@@H](O)[C@H]1O
  A: -13% | B: 4 | C: · | D: ·

75	O=P(O)(O)C(Cl)(Cl)P(=O)(O)O
  A: 35µM* | B: -3 | C: · | D: ·

76	NC(=O)c1ccc(OCC(O)CN2CC=C(c3ccc(F)cc3)CC2)cc1 (configuration not stated)
  A: -3% | B: -5 | C: · | D: ·

This is a subset; the hit share may differ from the screen's.
